PI5P4Ka inh – inhibitors of human PI5P4K alpha; P48426; PI5P4Kalpha enzyme, ADP-Glo luminescence, 60 min; hits give low values; max response, %; actives 1.2% (n = 330,000); AID 652105; active means max response of -50% or lower; inconclusive means between -30% and -50%; inactive means -30% or higher; further: value at the top dose of about 77 µM; on the % scale 0 is the no-effect control and ±100 the full control effect
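Compounds were pin-transferred onto PI5P4Kalpha and substrate in HEPES pH 7.4 buffer with EGTA, CHAPS and 5% DMSO. ATP (5 microM final) started the reaction, which ran 60 minutes at room temperature before ADP-Glo detection.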
IL-2 act – IL-2 activation. IL-2 activation reporter assay, cell-based qHTS; stimulated with anti-CD3/CD4/CD28 beads; in transgenic mouse T cells. activation, % (series mostly up to about 46 µM). actives 0.065% (n = 360,000). AID 652025; in the data active means activation above about 50%; inconclusive means mostly about 30% to 49%; further: 0% is about no effect
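Quantitative HTS in unstimulated transgenic mouse T cells, with memory T cells as non-tolerant control and PMA/ionomycin as tolerance-bypass control. Compound pretreatment lasted 60 minutes before 18 h bead stimulation; EGFP/DsRed fluorescence read.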
EPAC1 antag – antagonists of human EPAC1. AID 720709. Potency, µM (doses to about 115 µM), for the others: top-dose activity change, negative = inhibition, hits mostly inhibitors. actives 0.14% (n = 360,000). O95398. EPAC1 GEF assay, Rap1b-BODIPY-GDP exchange fluorescence;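 further: potency means the concentration at half of the fitted maximal effect; plate controls were vehicle for no effect and positive control for full effect; nearly all actives have a fitted effect of over 50% in size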
Target sequence (O95398 whole entry, looked up): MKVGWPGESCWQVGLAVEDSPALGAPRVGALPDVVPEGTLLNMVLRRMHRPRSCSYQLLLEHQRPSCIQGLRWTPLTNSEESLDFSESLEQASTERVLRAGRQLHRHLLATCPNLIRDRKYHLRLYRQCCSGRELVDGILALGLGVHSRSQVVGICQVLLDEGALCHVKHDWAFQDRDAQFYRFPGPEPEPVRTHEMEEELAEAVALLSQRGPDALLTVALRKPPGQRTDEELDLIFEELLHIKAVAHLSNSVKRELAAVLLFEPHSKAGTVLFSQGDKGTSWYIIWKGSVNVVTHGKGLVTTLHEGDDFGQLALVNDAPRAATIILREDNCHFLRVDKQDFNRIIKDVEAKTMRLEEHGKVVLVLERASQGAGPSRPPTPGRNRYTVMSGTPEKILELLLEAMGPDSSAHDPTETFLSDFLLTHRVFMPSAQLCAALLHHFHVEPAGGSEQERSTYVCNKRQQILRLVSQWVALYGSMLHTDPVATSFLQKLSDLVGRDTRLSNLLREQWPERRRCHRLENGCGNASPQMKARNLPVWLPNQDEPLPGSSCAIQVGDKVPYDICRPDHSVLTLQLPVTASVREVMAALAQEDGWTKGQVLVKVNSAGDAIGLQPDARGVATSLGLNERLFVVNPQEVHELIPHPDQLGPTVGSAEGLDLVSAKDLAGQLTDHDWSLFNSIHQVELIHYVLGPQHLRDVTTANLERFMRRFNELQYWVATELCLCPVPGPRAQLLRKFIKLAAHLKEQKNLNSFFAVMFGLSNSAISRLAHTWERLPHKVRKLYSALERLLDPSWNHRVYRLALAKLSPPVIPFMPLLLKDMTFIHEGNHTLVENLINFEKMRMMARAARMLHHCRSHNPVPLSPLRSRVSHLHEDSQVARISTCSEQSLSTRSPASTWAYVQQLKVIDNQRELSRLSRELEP
WRN helicase inh – blocks human WRN helicase; actives 0.46% (n = 360,000); Q14191; Potency, µM (series often up to 114 µM), for the others: at the top dose activity change, negative = inhibition, usual class: inhibitors; WRN helicase unwinding, fluorescent forked duplex, kinetic; further: potency means the concentration at half of the fitted maximal effect; on the % scale 0 is the no-effect control and ±100 the full control effect; nearly all actives have a fitted effect of over 55% in size
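Kinetic red-fluorescence monitoring (525/598 nm) tracks WRN helicase activity after 100 nM fluorophore-quencher forked duplex and 2 mM ATP are added to 20 nM enzyme pretreated 15 min at room temperature with compound.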
EPAC1 ag – agonists of human EPAC1. Potency, µM (titrated, usually from 154 µM), inactives show at the top dose activation, usual class: activators. actives 0.073% (n = 360,000). O95398. EPAC1 agonist qHTS, biochemical assay; response scale: 100% = response to 6.5 mM cAMP. AID 720707; further: potency means the concentration at half of the fitted maximal effect; nearly all actives have a fitted effect of over 60% in size
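EPAC1 100 nM, Rap1B–BODIPY-GDP 250 nM, unlabeled GDP 50 uM; compound titration; 5 min RT; kinetic read ex480/em540 at 5-min intervals ×30 min; data normalized to 6.5 mM cAMP agonist control.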
Abeta rescue – compounds reversing amyloid beta toxicity in yeast; yeast expressing A-beta42, growth rescue, OD600, 48 h; response scale: 0% DMSO, 100% iron-clioquinol control; Potency, µM (titrated, usually from 46.1 µM), for inactives: at the highest dose growth rescue, most hits filed as activators; actives 0.063% (n = 410,000); further: potency means the concentration at half of the fitted maximal effect; nearly all actives have a fitted effect of over 55% in size
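Yeast A-beta toxicity model in growth medium with pinned compounds, 48 h at 30 C; growth read as absorbance at 600 nm. Normalized to FeCl3/clioquinol equimolar mix (positive) and DMSO (negative).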
PLK1 PBD block – PLK1 (human) polo-box domain binding inhibition; Plk1 PBD binding of FITC phosphopeptide, fluorescence polarization; Potency, µM, without a hit: max response, negative = inhibition, usual class: inhibitors; actives 2.8% (n = 360,000); AID 720504; P53350; further: potency means the concentration at half of the fitted maximal effect; series mostly up to about 57 µM; on the % scale 0 is the no-effect control and ±100 the full control effect; nearly all actives have a fitted effect of over 65% in size
FUS yeast rescue – rescues growth of FUS-expressing yeast. S. cerevisiae FUS-expressing, growth rescue, OD600, 24 h. Potency, µM (series often up to 76.6 µM), without a hit: at the top dose growth rescue (activation), actives largely listed as activators. actives 0.24% (n = 390,000). AID 1347120;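 further: potency means the concentration at half of the fitted maximal effect; plate controls were DMSO vehicle for no effect and reference control for full effect; nearly all actives have a fitted effect of over 55% in size; some results filed as inactive show a strong effect at the top dose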
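Steps: raffinose overnight preculture; dilution to OD 0.005 in 2% galactose minimal medium; compound addition (concentration series); 24hr at 30C, 99% humidity; absorbance read at 600 nm.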
An asterisk follows results filed as active; [ ] = dose if it differs, or a comment. Unless noted, the call rests on the fitted dose curve; in most records, active means well fitted curve in the direction sought with a large enough effect; inconclusive means small, poorly fitted or top-dose-only effect, or another doubt; inactive means no such curve, though single readings can be large; an effect the other way counts as inactive or inconclusive. Random draw from the library; overall some 4.1% were active at least once.

How did O=C(Nc1ncccc1O)c1ccc(S(=O)(=O)N2CCCC2)cc1 do in these assays?
PI5P4Ka inh: -6; IL-2 act: -3.0; EPAC1 antag: 7%; WRN helicase inh: 7%; EPAC1 ag: -7%; Abeta rescue: 9%; PLK1 PBD block: 2%; FUS yeast rescue: 1%

Results for CC(=O)Nc1ccccc1OCC(=O)NC(C)c1ccc(F)cc1 (stereo unspecified) ?
PI5P4Ka inh: 9; IL-2 act: 0.3; EPAC1 antag: -4%; WRN helicase inh: 3%; EPAC1 ag: 0%; Abeta rescue: 10%; PLK1 PBD block: -13%; FUS yeast rescue: -13%

What do the screens show for `Cc1ccc(O)c(NC(=O)/C=C/C(=O)O)c1`?
PI5P4Ka inh: -8; IL-2 act: -1.8; EPAC1 antag: 20%; WRN helicase inh: 5%; EPAC1 ag: -1%; Abeta rescue: 0%; PLK1 PBD block: -7%; FUS yeast rescue: -27%

How did COc1ccc(C(O)(C(=O)NNc2ccc(C)cc2)c2cccs2)cc1 (stereo unspecified) do in these assays?
PI5P4Ka inh: 2; IL-2 act: -0.9; EPAC1 antag: -5%; WRN helicase inh: -5%; EPAC1 ag: 7%; Abeta rescue: -8%; PLK1 PBD block: -12%; FUS yeast rescue: 18%

How did CNc1cncc(-c2ccc(OC)cc2)n1 do in these assays?
PI5P4Ka inh: -2; IL-2 act: -1.0; EPAC1 antag: -13%; WRN helicase inh: 5%; EPAC1 ag: -2%; Abeta rescue: -4%; PLK1 PBD block: 0%; FUS yeast rescue: -25%

Results for O=C(Cn1cc([N+](=O)[O-])cn1)NCc1ccccc1Cl ?
PI5P4Ka inh: 1; IL-2 act: 0.6; EPAC1 antag: -7%; WRN helicase inh: 0%; EPAC1 ag: -4%; Abeta rescue: 0%; PLK1 PBD block: 0%; FUS yeast rescue: 2%

Results for Cc1c(COc2ccc3ccccc3c2)nnn1CC(=O)NS(=O)(=O)c1ccccc1C(F)(F)F ?
PI5P4Ka inh: inconclusive; IL-2 act: 0.1; EPAC1 antag: -7%; WRN helicase inh: -5%; EPAC1 ag: -6%; Abeta rescue: 18%; PLK1 PBD block: -15%; FUS yeast rescue: inconclusive

Results for C/C(=N\NC(=S)NCCc1ccccc1)c1ccc(O)cc1O ?
PI5P4Ka inh: inconclusive; IL-2 act: -2.0; EPAC1 antag: -23%; WRN helicase inh: -20%; EPAC1 ag: 0%; Abeta rescue: 20%; PLK1 PBD block: -14%; FUS yeast rescue: -1%

Results for NC(c1csc(Nc2nncc3ccccc23)n1)c1ccccc1Cl (stereo unspecified) ?
PI5P4Ka inh: -3; IL-2 act: 0.5; EPAC1 antag: -8%; WRN helicase inh: 6%; EPAC1 ag: -9%; Abeta rescue: -22%; PLK1 PBD block: -11%; FUS yeast rescue: 14%

How did COC(=O)c1oc2ccc(OC)cc2c1N do in these assays?
IL-2 act: 2.7; EPAC1 antag: 10%; WRN helicase inh: -2%; EPAC1 ag: -1%; Abeta rescue: -2%; PLK1 PBD block: 2%; FUS yeast rescue: 6%

How did CCOC(=O)C1CCN(C(=O)Cc2c(F)cccc2Cl)CC1 do in these assays?
IL-2 act: 1.0; EPAC1 antag: 9%; WRN helicase inh: 2%; EPAC1 ag: 11%; Abeta rescue: -13%; PLK1 PBD block: -11%; FUS yeast rescue: 5%

What do the screens show for `O=C(NCCc1ccccc1F)C1CC(O)CN1C(=O)Nc1ccccc1` (stereo unspecified)?
PI5P4Ka inh: -2; IL-2 act: -0.1; EPAC1 antag: 18%; WRN helicase inh: -3%; EPAC1 ag: 6%; Abeta rescue: 13%; PLK1 PBD block: -2%; FUS yeast rescue: -13%

What do the screens show for `N#CCCN(C(=O)COc1ccc(Cl)cc1Cl)c1ccccc1`?
PI5P4Ka inh: 10; IL-2 act: 3.1; EPAC1 antag: 5%; WRN helicase inh: 9%; EPAC1 ag: -6%; Abeta rescue: 0%; PLK1 PBD block: -2%

How did COc1ccccc1-c1cc(C(F)(F)F)nc(N2CCCCC2)n1 do in these assays?
IL-2 act: -3.0; EPAC1 antag: 3%; WRN helicase inh: 1%; EPAC1 ag: 2%; Abeta rescue: -4%; PLK1 PBD block: -1%; FUS yeast rescue: -15%

What do the screens show for `Cc1cc(C)c(S(=O)(=O)NCCSCc2ccco2)c(C)c1`?
PI5P4Ka inh: -19; IL-2 act: 0.7; EPAC1 antag: -17%; WRN helicase inh: -12%[11.6 µM]; EPAC1 ag: -3%; Abeta rescue: 23%; PLK1 PBD block: -23%; FUS yeast rescue: 35%

What do the screens show for `CNC(=O)N1c2ccccc2C=Cc2ccccc21`?
PI5P4Ka inh: 0; IL-2 act: 0.0; EPAC1 antag: 2%; WRN helicase inh: -4%; EPAC1 ag: 11%; Abeta rescue: 1%; PLK1 PBD block: -1%; FUS yeast rescue: -11%

How did CCOc1ccc2c(c1)N(C(=O)CN1C(=O)CCC1=O)C(C)(C)C=C2C do in these assays?
PI5P4Ka inh: -2; IL-2 act: 0.1; EPAC1 antag: -3%; WRN helicase inh: -6%; EPAC1 ag: 5%; Abeta rescue: inconclusive; PLK1 PBD block: 0%; FUS yeast rescue: 8%

Results for CCCC1CC(C)(/C(C)=N\NC(N)=S)OC1=O (stereo unspecified) ?
PI5P4Ka inh: -4; IL-2 act: -1.7; EPAC1 antag: 13%; WRN helicase inh: 5%; EPAC1 ag: -4%; Abeta rescue: -21%; PLK1 PBD block: 2%; FUS yeast rescue: -20%

Results for NC(=O)[C@H]1CC2(CC(c3cccc(NC(=O)COc4ccc(Cl)cc4)c3)=NO2)CN1C(=O)c1ccccc1C(=O)c1ccccc1 (stereo partly specified) ?
PI5P4Ka inh: 7; IL-2 act: -0.7; EPAC1 antag: -15%; WRN helicase inh: -9%; EPAC1 ag: 5%; Abeta rescue: 0%; PLK1 PBD block: 7%; FUS yeast rescue: inconclusive

Results for Cc1cc(C)cc(NC(=O)CN(C)S(=O)(=O)c2cccc3nsnc23)c1 ?
IL-2 act: -3.1; EPAC1 antag: 3%; WRN helicase inh: 3%; EPAC1 ag: 3%; Abeta rescue: 15%; PLK1 PBD block: -2%; FUS yeast rescue: 17%

3 compounds out of the list, ordered by count of non-hydrogen atoms, falling.
Results for Cc1cc(C)cc(NC(=O)CN(C)S(=O)(=O)c2cccc3nsnc23)c1 ?
IL-2 act: -3.1; EPAC1 antag: 3%; WRN helicase inh: 3%; EPAC1 ag: 3%; Abeta rescue: 15%; PLK1 PBD block: -2%; FUS yeast rescue: 17%

What do the screens show for `N#CCCN(C(=O)COc1ccc(Cl)cc1Cl)c1ccccc1`?
PI5P4Ka inh: 10; IL-2 act: 3.1; EPAC1 antag: 5%; WRN helicase inh: 9%; EPAC1 ag: -6%; Abeta rescue: 0%; PLK1 PBD block: -2%

Results for CCCC1CC(C)(/C(C)=N\NC(N)=S)OC1=O (stereo unspecified) ?
PI5P4Ka inh: -4; IL-2 act: -1.7; EPAC1 antag: 13%; WRN helicase inh: 5%; EPAC1 ag: -4%; Abeta rescue: -21%; PLK1 PBD block: 2%; FUS yeast rescue: -20%

More entries follow:
How did Cc1ccccc1C(=O)NC(=S)Nc1cccc(NC(=O)C(C)C)c1 do in these assays?
PI5P4Ka inh: -4; IL-2 act: -2.5; EPAC1 antag: -14%; WRN helicase inh: 7%; EPAC1 ag: -3%; Abeta rescue: 13%; PLK1 PBD block: -19%; FUS yeast rescue: -6%

What do the screens show for `CC(=O)C1=C(O)C(=O)N(CCC(=O)O)C1c1ccccc1Cl` (stereo unspecified)?
IL-2 act: 2.0; EPAC1 antag: -9%; WRN helicase inh: -4%; EPAC1 ag: 2%; Abeta rescue: -4%; PLK1 PBD block: -6%; FUS yeast rescue: 28%

Results for O=C(c1ccccc1F)N1CCN(c2cccc(C(F)(F)F)c2)CC1 ?
IL-2 act: -1.5; EPAC1 antag: -8%; WRN helicase inh: -10%; EPAC1 ag: 8%; Abeta rescue: 8%; PLK1 PBD block: 5%; FUS yeast rescue: 31%

Results for Cn1c(N/N=C2\CCCc3ccccc32)nc2c1c(=O)n(Cc1ccccc1)c(=O)n2C ?
PI5P4Ka inh: 7; IL-2 act: -1.4; EPAC1 antag: -15%; WRN helicase inh: -1%; EPAC1 ag: -9%; Abeta rescue: -4%; PLK1 PBD block: -2%; FUS yeast rescue: -16%

Results for O=C(Nc1ccc(Br)c2cccnc12)c1ccc(Cn2cc(Cl)cn2)o1 ?
PI5P4Ka inh: -17; IL-2 act: 0.4; EPAC1 antag: -2%; WRN helicase inh: -6%; EPAC1 ag: -9%; Abeta rescue: 1%; PLK1 PBD block: 1%; FUS yeast rescue: 1%

How did COc1cc2c(cc1OC)C(c1ccc(C)o1)CC(=O)N2 (stereo unspecified) do in these assays?
PI5P4Ka inh: 9; IL-2 act: 0.5; EPAC1 antag: -19%; WRN helicase inh: -4%; EPAC1 ag: -8%; Abeta rescue: 2%; PLK1 PBD block: -7%; FUS yeast rescue: -20%

Results for O=C(COc1ccc(C2SCCS2)cc1)Nc1ccc(Cl)cc1 ?
PI5P4Ka inh: -8; IL-2 act: 0.2; EPAC1 antag: 5%; WRN helicase inh: -10%; EPAC1 ag: -3%; Abeta rescue: -14%; PLK1 PBD block: 6%; FUS yeast rescue: 26%

How did Cc1ccc(NC(=S)NC(NC(=O)c2ccccc2C)C(Cl)(Cl)Cl)c(C)c1 (stereo unspecified) do in these assays?
PI5P4Ka inh: -1; IL-2 act: 1.9; EPAC1 antag: -5%; WRN helicase inh: -4%; EPAC1 ag: -8%; Abeta rescue: -2%; PLK1 PBD block: -3%; FUS yeast rescue: inconclusive

How did CC(C)(c1cc(Br)c(O)c(Br)c1)c1cc(Br)c(O)c(Br)c1 do in these assays?
PI5P4Ka inh: inconclusive; IL-2 act: 0.4; EPAC1 antag: inconclusive; WRN helicase inh: inconclusive; EPAC1 ag: -13%; Abeta rescue: -83%[inhibitor]; PLK1 PBD block: 27µM*; FUS yeast rescue: 20%

How did COc1ccc(-c2nc(CS(=O)(=O)CC(=O)NCCCc3ccccc3)c(C)o2)cc1 do in these assays?
PI5P4Ka inh: 0; IL-2 act: -1.0; EPAC1 antag: -23%; WRN helicase inh: 3%; EPAC1 ag: -1%; Abeta rescue: -1%; PLK1 PBD block: -10%; FUS yeast rescue: 10%

How did COc1ccc(S(=O)(=O)N2CCC(C(=O)Nc3nccs3)CC2)cc1 do in these assays?
PI5P4Ka inh: -9; IL-2 act: -2.8; EPAC1 antag: 10%; WRN helicase inh: -6%; EPAC1 ag: -2%; Abeta rescue: 11%; PLK1 PBD block: -7%; FUS yeast rescue: -5%
